# Screening data deposited in PubChem by Sanford-Burnham Center for Chemical Genomics.
# CXCR6 block: CXCR6 receptor inhibitors, primary screen, cell-based, beta-arrestin, luminescence, CHO-K1 PathHunter, 1536-well; 360,000 tested, 0.36% active; C-X-C chemokine receptor type 6 (Homo sapiens), O00574; inhibition, % at 20 µM; in the data active = inhibition above about 34%, passing the limit was not always enough;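 note: antagonist mode with CXCL16 agonist at 10 nM final; 0% = 10 nM CXCL16 with DMSO and 100% = unstimulated wells without agonist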
# Target sequence (O00574 whole entry, looked up): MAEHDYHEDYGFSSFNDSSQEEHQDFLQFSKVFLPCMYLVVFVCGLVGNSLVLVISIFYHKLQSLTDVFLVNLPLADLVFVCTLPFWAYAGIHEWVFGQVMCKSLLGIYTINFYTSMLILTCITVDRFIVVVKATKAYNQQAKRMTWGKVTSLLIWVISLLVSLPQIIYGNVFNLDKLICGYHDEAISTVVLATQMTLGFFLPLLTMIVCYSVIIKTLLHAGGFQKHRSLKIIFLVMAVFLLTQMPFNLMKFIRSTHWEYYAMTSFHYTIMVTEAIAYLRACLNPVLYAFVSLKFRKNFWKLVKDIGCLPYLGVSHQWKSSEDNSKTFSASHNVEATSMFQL
# EBI2 antag: EBI2 receptor antagonists, beta-arrestin recruitment, primary screen, cell-based, luminescence, 7a,25-OHC stimulation, uHTS. G-protein coupled receptor 183 (Homo sapiens), P32249. 7a,25-OHC stimulated. inhibition, % at 5 µM. 360,000 tested, 0.81% active; in the data active = inhibition above about 38%;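 note: enzyme fragment complementation signal reports receptor beta-arrestin coupling in cells; 0% = agonist plus DMSO wells and 100% = wells without agonist; some results beyond the cut were filed as inactive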
# Target sequence (P32249 whole entry, looked up, the tested form may be a part): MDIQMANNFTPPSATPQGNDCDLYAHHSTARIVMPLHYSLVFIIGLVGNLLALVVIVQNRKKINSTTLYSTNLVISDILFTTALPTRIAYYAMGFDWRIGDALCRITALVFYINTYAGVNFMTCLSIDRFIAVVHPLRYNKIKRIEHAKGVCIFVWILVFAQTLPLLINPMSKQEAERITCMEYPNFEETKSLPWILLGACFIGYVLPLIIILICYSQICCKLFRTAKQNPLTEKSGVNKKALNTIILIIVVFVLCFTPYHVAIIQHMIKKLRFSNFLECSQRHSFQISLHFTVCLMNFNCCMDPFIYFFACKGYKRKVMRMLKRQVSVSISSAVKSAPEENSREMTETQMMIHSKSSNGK
# Starred values were filed as active, the others as inactive. An excerpt; rates above refer to the full screens.
cpd | compound | CXCR6 block | EBI2 antag
1 | O=C(c1cc(-c2ccccc2)on1)N(Cc1cccnc1)C(c1ccccn1)c1nc2ccccc2[nH]1 (configuration not stated) | 0 | -10
2 | O=c1[nH]c(=S)[nH]c2c1C(c1ccc(Cl)c(Cl)c1)OC(CCc1ccccc1)C2 (configuration not stated) | -6 | -2
3 | C#CCN(C[C@H]1[C@H](OC(=O)NC2CCCC2)[C@H](OC(=O)NC2CCCC2)C[C@@H](C(=O)OC)[C@H]1C(=O)OC)S(=O)(=O)c1ccc(C)cc1 | 4 | 15
4 | NC(=O)c1cccc(-c2ccnc3c2CC(C(=O)NCc2ccco2)O3)c1 (configuration not stated) | 0 | -4
5 | C[C@@H]1CN([C@@H](C)CO)C(=O)CCCn2cc(nn2)CO[C@H]1CN(C)S(=O)(=O)c1ccc(Cl)cc1 | 5 | -7
6 | COc1ccc(S(=O)(=O)N(C)C)cc1NC(=O)COc1ccc2c(c1)CCC2 | -5 | 10
7 | CC(C)CC(N)c1csc(Nc2ncccn2)n1 (configuration not stated) | 0 | -6
8 | Cc1ccc(S(=O)(=O)N2Cc3ccccc3CC2C(N)=O)cc1 (configuration not stated) | 0 | -10
9 | COc1cc(/C=C/C(=O)OCC(=O)N2CCCCCC2)cc(OC)c1OC | -4 | -2
10 | COc1ccc([C@H]2C[C@@H](O)[C@H](n3cc(-c4ccc(F)cc4)nn3)CN2CC2CCCCC2)cc1 | 11 | 32
11 | CCN1CCC(C(=O)NC(c2ccc(F)cc2)c2ncccc2C)CC1 (configuration not stated) | 1 | -6
12 | Cc1ccc(CNC(=O)c2[nH]c(C(F)(F)F)nc2-c2ccccc2)cc1 | 4 | 2
13 | Cc1ccccc1CNC(=O)C(C)Sc1ccccc1 (configuration not stated) | 2 | 5
14 | Cc1sc2ncnc(N3CCC(C(=O)N(C)CC(=O)Nc4cccc(F)c4)CC3)c2c1C | -2 | 8
15 | Cc1noc(C)c1C(=O)OCC(=O)NC(=O)c1ccc(C(C)(C)C)cc1 | -3 | 2
16 | CC(C)c1ccc([C@@H]2O[C@H](CCc3ccccc3)Cc3[nH][nH]c(=O)c32)cc1 | -1 | 4
17 | COc1ccc(Cn2cc(Cn3c4ccccc4c(=O)n3C(C)C)nn2)cc1 | 3 | -2
18 | CCOC(=O)C(=O)N(C)c1c(CC)nc2c(OCc3ccc(OC(F)F)cc3)cccn12 | -4 | 7
19 | CN(CCO)C(=O)c1nc[nH]c1C(=O)N1CCN(C(=O)OC(C)(C)C)CC1 | -1 | 1
20 | Cc1noc(C)c1S(=O)(=O)NC(=O)C1(C)CCN1C(=O)C1(c2ccc(Cl)cc2)CC1 (configuration not stated) | 1 | -2
21 | COC(=O)c1ccc2nc(-c3ccc(C)cc3)c(CC3CCCCC3)n2c1 | 3 | 23
22 | OCC[C@@H]1C[C@H](O)[C@@H](O)[C@@]2(OCc3ccc(CO)cc32)O1 | 1 | 2
23 | CC1(C(=O)Nc2ccc3c(c2)OCO3)CCN1C(=O)C1CCCCC1 (configuration not stated) | -4 | 4
24 | Nc1[nH]c(C(=O)c2ccccc2)c(-c2ccc(Br)cc2)c1C(=O)c1cccs1 | -9 | 9

# Among those listed so far, these have a Cl atom.
cpd | compound | CXCR6 block | EBI2 antag
2 | O=c1[nH]c(=S)[nH]c2c1C(c1ccc(Cl)c(Cl)c1)OC(CCc1ccccc1)C2 (configuration not stated) | -6 | -2
5 | C[C@@H]1CN([C@@H](C)CO)C(=O)CCCn2cc(nn2)CO[C@H]1CN(C)S(=O)(=O)c1ccc(Cl)cc1 | 5 | -7
20 | Cc1noc(C)c1S(=O)(=O)NC(=O)C1(C)CCN1C(=O)C1(c2ccc(Cl)cc2)CC1 (configuration not stated) | 1 | -2

# Next section
cpd | compound | CXCR6 block | EBI2 antag
25 | COCCNC(=O)C1CCCN(C(=O)c2ccc(C(F)(F)F)nc2C)CC1 (configuration not stated) | 1 | -4
26 | COc1cc(OC)cc(C2=Cc3ccccc3C(CC(=O)c3ccco3)N2c2ccc(-c3cccnc3)cc2)c1 (configuration not stated) | 3 | 0
27 | CC(C)CC1NC(=O)c2cc3ccccc3cc2-n2c1nc1ccc(Cl)cc1c2=O (configuration not stated) | -1 | 38
28 | COc1ccc(CNC(=O)[C@H](Cc2ccccc2)NC(=O)CC[C@H]2O[C@@H](n3ccc(=O)[nH]c3=O)[C@H](O)[C@@H]2O)cc1 | 1 | -3
29 | Cc1ccccc1N1Cc2ccccc2C1=O | 3 | -2
30 | CC(C)NC(=O)Nc1ccc2c(c1)C(=O)N([C@H](C)CO)C[C@H](C)[C@@H](CN(C)Cc1ccc3c(c1)OCO3)OCCCC[C@@H](C)O2 | 4 | -16
31 | COC(=O)[C@@H](Cc1ccccc1)NC(=O)/C=C/[C@H]1O[C@@H](n2cnc3c(NC(=O)c4ccccc4)ncnc32)[C@H](O)[C@@H]1O | -5 | -1
32 | CCOC(=O)[C@]12CCCC=C1N(Cc1cccc3ccccc13)C(=O)[C@H](CC(=O)N1CCCCC1)C2 | 17 | 9

# Four consecutive records out of the list so far, for reference:
cpd | compound | CXCR6 block | EBI2 antag
25 | COCCNC(=O)C1CCCN(C(=O)c2ccc(C(F)(F)F)nc2C)CC1 (configuration not stated) | 1 | -4
26 | COc1cc(OC)cc(C2=Cc3ccccc3C(CC(=O)c3ccco3)N2c2ccc(-c3cccnc3)cc2)c1 (configuration not stated) | 3 | 0
27 | CC(C)CC1NC(=O)c2cc3ccccc3cc2-n2c1nc1ccc(Cl)cc1c2=O (configuration not stated) | -1 | 38
28 | COc1ccc(CNC(=O)[C@H](Cc2ccccc2)NC(=O)CC[C@H]2O[C@@H](n3ccc(=O)[nH]c3=O)[C@H](O)[C@@H]2O)cc1 | 1 | -3

# (cont.)
cpd | compound | CXCR6 block | EBI2 antag
33 | CCNC(=O)N(C)c1c(CC)nc2ccc(C(=O)N3CCN(S(=O)(=O)CC)CC3)cn12 | 2 | 2
34 | Clc1cccc(CNc2ccn3nc(-c4ccc(OCCN5CCOCC5)cc4)cc3n2)c1 | -8 | 6
35 | CCCCc1c(-c2ccc(Br)cc2)ncn1CCc1ccccc1OC | -2 | 23
36 | Cc1cc(OCC(=O)OCC(=O)N2CCCc3ccccc32)ccc1Cl | 3 | 8
37 | NC(c1csc(Nc2ccc(C(=O)NCCCO)cn2)n1)c1ccccc1Cl (configuration not stated) | -2 | -5
38 | Cc1cccc(S(=O)(=O)NC(=O)C2(C)CCN2C(=O)c2ccc(C3CCCCC3)cc2)c1 (configuration not stated) | -1 | -3
39 | COc1cccc(C(NC(C)=O)c2nc(-c3cccc(C(C)C)c3)cs2)c1 (configuration not stated) | -5 | 7
40 | CCCCN(C=O)c1c(CC)nc2c(OCCn3cccc3)cccn12 | -1 | -4
41 | CN(Cc1ccccc1)c1cc2c(c3c1ccn3C)C1CCC2C1 (configuration not stated) | -12 | -5
42 | CCOc1ccc(Cl)cc1-c1cc(C(=O)NCC2CCCCC2)[nH]n1 | -3 | 7
43 | O=C(N/C=C/n1cnc2cc(C(F)(F)F)ccc21)c1ccc(F)cc1 | -2 | -2
44 | Cc1ccc(S(=O)(=O)N2CCCC2CNC(=O)C(=O)NCc2ccc3c(c2)OCO3)cc1 (configuration not stated) | 1 | 2
45 | CCN1C(=O)C(CC(=O)NCCc2ccccc2)N(NC(=O)c2ccc(Br)cc2)C1=S (configuration not stated) | -1 | 6
46 | CCCS(=O)(=O)NC(=O)C1(C)CCCN(C(=O)COc2ccc(Cl)cc2Cl)C1 (configuration not stated) | 0 | 6
47 | O=C(Nc1cccc(Cc2ccccc2)c1)Nc1cccc2[nH]c([C@@H]3O[C@H](CO)[C@@H](O)[C@H](O)[C@H]3O)nc12 | 0 | 0
48 | CC1(C(=O)NS(=O)(=O)c2cccc(F)c2)CCN1C(=O)c1ccccc1 (configuration not stated) | -5 | -13
49 | O=C1Nc2ccccc2NC(c2ccc3c(c2)OCO3)=C1N(Cc1ccc(F)cc1)C(=O)c1ccco1 | 2 | 5
50 | CCOC(=O)CNC(=O)N1C[C@H]2CON(C)[C@H]2C[C@H]1c1ccccc1Br | 0 | -4
51 | Cc1cn([C@H]2C[C@H](O)[C@@H](/C=C/C(=O)NCCN3CCOCC3)O2)c(=O)[nH]c1=O | -1 | -16
52 | O=C(Nc1cccc(S(=O)(=O)N2CCCC2)c1)[C@@H]1O[C@H](CO)[C@H](O)[C@H](O)[C@H]1O | 4 | -4
53 | COc1ccc(C(C)=O)cc1Cn1c(C)c(C(=O)NCc2cccc(C(F)(F)F)c2)sc1=O | 2 | 5
54 | CC(=O)Nc1cc(-c2cccc(C(=O)N(C)C)c2)cn2c(-c3ccc(F)cc3)cnc12 | 13 | 2
55 | Nc1nc2ccccc2cc1C(=O)NCc1ccc(Cl)cc1Cl | -2 | -16
56 | CCN(CC)C(=O)Cn1cc(C(=O)C(=O)Nc2ccc3c(c2)OCO3)c2ccccc21 | 4 | 9
57 | OC[C@@H]1CN(CCc2ccccc2)C[C@H](n2cnc3c(N4CCOCC4)ncnc32)O1 | -4 | -1
58 | O=C(CC[C@H]1O[C@@H](n2cnc3c(NC(=O)c4ccccc4)ncnc32)[C@H](O)[C@@H]1O)NCC(c1ccccc1)c1ccccc1 | 7 | 7
59 | Cc1cnc(CNC(=O)c2ccc3sc([C@H]4C[C@H](O)[C@@H](CO)O4)nc3c2)cn1 | -9 | -5
60 | COCCNc1nc(Oc2cccc(F)c2)c2sccc2n1 | 8 | 4
61 | CCOC1=C2CN(S(=O)(=O)c3ccc(C)cc3)[C@H](c3cccc4ccccc34)C[C@H]2C(C#N)(C#N)C(C#N)(C#N)C1 | -7 | 11
62 | Cc1csc(NC(=O)C2(C)CCN2C(=O)C(C)C)c1C#N (configuration not stated) | 7 | 1
63 | CC(C)C1C(=O)N(Cc2cn(CCC3OCCCO3)nn2)CCS(=O)(=O)N1Cc1ccc(-c2ccc(Cl)c(Cl)c2)cc1 (configuration not stated) | -3 | 29
64 | O=C1NC[C@H](Cc2ccc(O)cc2)N(C[C@@H]2CCCN2C[C@H](Cc2ccc(O)cc2)N2C[C@H](Cc3ccccc3)N(CC3CCCCC3)C(=O)C2=O)C1=O | -4 | -12

# One compound at a time, from the list above.
# OC[C@@H]1CN(CCc2ccccc2)C[C@H](n2cnc3c(N4CCOCC4)ncnc32)O1 reads CXCR6 block: -4; EBI2 antag: -1
# O=C(CC[C@H]1O[C@@H](n2cnc3c(NC(=O)c4ccccc4)ncnc32)[C@H](O)[C@@H]1O)NCC(c1ccccc1)c1ccccc1 reads CXCR6 block: 7; EBI2 antag: 7

# Next section.
cpd | compound | CXCR6 block | EBI2 antag
65 | COC(=O)[C@H](CC(C)C)NC(=O)CC[C@H]1O[C@@H](n2cc(C)c(=O)[nH]c2=O)C[C@@H]1O | -12 | -10
66 | COc1ccc(-c2cnc3c(NC(C)=O)cc(-c4ccc(C(=O)NC5CC5)cc4)cn23)cc1OC | 0 | -35
67 | COC(=O)[C@@]1(C(C)C)N=C(c2cc(OC)c(OC)c(OC)c2)[C@]2(O1)C(=O)N(C)c1ccccc12 | 5 | 1
68 | CC1=C(C(=O)N(C)C)CC(CC(=O)NCc2cccc3ccccc23)C(=O)N1Cc1ccc(F)cc1 (configuration not stated) | 3 | -3
69 | CN(C)c1cccc(NC(=O)c2cccc3c(-c4ccc(F)c(F)c4)coc23)c1 | -1 | 2
70 | CC(=O)Nc1cc(-c2ccc(N3CCN(C)CC3)cc2)cn2c(-c3ccc(S(C)(=O)=O)cc3)cnc12 | -4 | 23
71 | CCCCCCN1CCN(C2CN(Cc3cn(Cc4cccc(C(F)(F)F)c4)nn3)S(=O)(=O)C2)CC1 (configuration not stated) | 5 | 3
72 | O=C(c1[nH]c(C(F)(F)F)nc1-c1ccccc1)N1CCN(c2ncccc2C(F)(F)F)CC1 | 0 | -8
73 | Cc1cccc(C)c1-n1nnnc1C1c2ccccc2C(=O)N1CCCn1ccnc1 (configuration not stated) | 1 | -5
74 | Cc1ccc(-c2nc3ccc(Cl)cn3c2Cc2cccc(Cl)c2)cc1 | 11 | 18
75 | O=C(CN1CCN(c2ccccc2)CC1)Nc1ccccc1C(=O)NCCc1ccccc1 | 17 | 2
76 | C#CCN(C[C@@H]1[C@@H](OC(=O)NC2CCCC2)[C@@H](OC(=O)NC2CCCC2)Cn2c(=O)ccc(=O)n21)S(=O)(=O)c1ccc(C)cc1 | 16 | 22
77 | O=C1CC2CCCC(C1)S2=O (configuration not stated) | 3 | -7
78 | CCOC(=O)C1=C[C@@H](C(C)C)N(S(=O)(=O)c2ccc(C)cc2)[C@H]1c1ccc(C(F)(F)F)cc1 | 4 | 8
79 | CC(C)c1cc(C(C)C)c(S(=O)(=O)NC(c2ccccn2)C23CC2C3)c(C(C)C)c1 (configuration not stated) | 5 | -3
